Rad51 HR inh – Rad51 (human) homologous recombination inhibition | Q06609 | hRad51 DNA strand exchange, fluorescence dequenching | inhibition, % at 10 µM | actives 0.085% (n = 200,000) | AID 1385;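 active = inhibition above 40% at the single screening dose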;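 also: 0% = DMSO control wells and 100% = blanks with heterologous ssDNA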
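Read-out basis: percent inhibition relative to plate controls and blanks / Assay system: human Rad51 nucleoprotein filaments preassembled on unlabelled ssDNA / Timing: filaments 15 min 37 °C, then compound 30 min / Control set: per-plate controls and blanks / Technique: fluorescence dequenching at 485/520 nm / Compound: 10 µM final, single point / Also added: Fluorescein- and BHQ1-tagged 47-mer duplex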
KLK5 inh – blocks human kallikrein 5 protease activity. recombinant hK5, fluorogenic AMC substrate cleavage. inhibition, % at 5 µM. actives 0.59% (n = 210,000). AID 873;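 active = inhibition of 40% or more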;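 also: 0% = enzyme controls without compound and 100% = no-enzyme blanks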
Target sequence (Q9Y337 67-293 limits assumed): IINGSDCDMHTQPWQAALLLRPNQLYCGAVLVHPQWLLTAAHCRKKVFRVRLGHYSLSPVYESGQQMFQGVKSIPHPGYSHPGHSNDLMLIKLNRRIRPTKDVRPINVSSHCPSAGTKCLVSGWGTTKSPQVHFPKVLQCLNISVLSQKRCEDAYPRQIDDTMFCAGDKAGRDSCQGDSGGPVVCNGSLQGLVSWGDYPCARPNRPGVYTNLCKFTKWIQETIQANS
Wee1 degr inh – inhibitors of human Wee1 degradation. P30291. actives 1.2% (n = 220,000). HeLa Luc-Wee1K328M stability, luciferase luminescence; 100% = proteasome inhibitor MG132 effect. AID 1321. reporter increase, % at 5 µM;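 active = activation above the mean of all tested compounds plus 3 SD, set per screening run, cut at about 8.8% in these data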;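 also: cells exposed to compound for 20 h before luminescence read; 0% = DMSO alone and 100% = MG132 at 30 µM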
eIF4E-4G inh – blocks eIF4E binding to eIF4G. P63073+Q04637. TR-FRET eIF4E-eIF4GI(517-606) binding, 2 h. inhibition, % at 21.7 µM. actives 0.37% (n = 220,000). AID 782;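 active = inhibition above about 30%, limit read from the data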;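 also: 0% = full FRET control wells and 100% = background wells lacking eIF4GI fragment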
Mdm2 ligase inh – Mdm2 E3 ligase (human) inhibition | Q00987 | cell-based MDM2 ubiquitination luciferase reporter, 2 h; 0 = plate control, 100 = twice control, blank-subtracted | signal enhancement, % at 5 µM | actives 0.11% (n = 210,000);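 active = signal enhancement of 30% or more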;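 also: luminescence tracks abundance of the self-degrading MDM2-luciferase fusion protein; higher signal means inhibition of MDM2 E3 ligase activity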
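test system = mammalian cells stably expressing self-ubiquitinating, self-degrading MDM2 E3–luciferase fusion | quantity = 2000 cells/well | incubation = cell settling 4 h, compound treatment 2 h, both 37 °C | signal = luminescence with SteadyLite reagent, 15 min at room temperature | evaluation = % enhancement relative to plate controls after blank subtraction | benchmarks = plate controls and plate blanks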
14-3-3 Bad PPI – disrupts binding of bovine 14-3-3 zeta to phospho-Bad peptide; actives 0.71% (n = 220,000); P63103; TR-FRET 14-3-3zeta/Dy647-pBad peptide displacement, 1 h; inhibition, % at 21.7 µM;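 active = inhibition above about 70%, limit read from the data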;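 also: 0% = full 14-3-3 plus peptide FRET controls and 100% = background without 14-3-3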
FXIIa inh 1536 – factor XIIa (human) inhibition | purified FXIIa, Boc-QGR-AMC fluorogenic substrate, 2 h | inhibition, % at 5 µM | actives 0.3% (n = 220,000) | AID 800; in the data active = inhibition above about 40%;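 also: 0% = enzyme with no compound and 100% = blank without enzyme; many of its hits are not listed in these tables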
Target sequence (P00748 20-372 limits assumed): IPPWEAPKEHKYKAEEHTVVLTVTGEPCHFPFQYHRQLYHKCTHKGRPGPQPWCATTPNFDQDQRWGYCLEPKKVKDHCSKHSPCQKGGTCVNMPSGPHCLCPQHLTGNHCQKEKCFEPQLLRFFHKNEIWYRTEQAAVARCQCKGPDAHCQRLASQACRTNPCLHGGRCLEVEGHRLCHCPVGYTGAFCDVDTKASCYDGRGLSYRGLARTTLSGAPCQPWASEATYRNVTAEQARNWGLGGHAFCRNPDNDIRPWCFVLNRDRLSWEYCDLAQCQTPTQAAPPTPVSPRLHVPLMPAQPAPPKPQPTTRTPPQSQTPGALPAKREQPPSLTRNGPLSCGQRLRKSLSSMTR
Target sequence (P00748 373-615 limits assumed): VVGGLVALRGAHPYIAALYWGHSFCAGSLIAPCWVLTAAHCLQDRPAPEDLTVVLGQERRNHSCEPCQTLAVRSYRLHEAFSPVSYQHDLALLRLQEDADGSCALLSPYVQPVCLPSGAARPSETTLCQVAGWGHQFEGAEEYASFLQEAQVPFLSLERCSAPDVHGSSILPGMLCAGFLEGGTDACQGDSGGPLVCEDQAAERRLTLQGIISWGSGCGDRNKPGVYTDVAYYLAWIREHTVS
p97 ATPase inh – human p97 ATPase inhibition; recombinant p97 ATPase, Kinase-Glo ATP luminescence, 3 h; actives 0.42% (n = 220,000); P55072; inhibition, % at 8 µM; in the data active = inhibition above about 15%;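 also: 0% = DMSO vehicle and 100% = wells lacking enzyme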
FXIa inh – factor XIa (human) inhibition; actives 0.14% (n = 220,000); AID 798; P03951; inhibition, % at 5 µM; purified FXIa, Boc-Glu-Ala-Arg-AMC fluorogenic substrate;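 active = inhibition of at least 40%; inactive = inhibition below 40%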;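 also: fluorescence of freed AMC excited at 355 nm; 0% = enzyme without compound and 100% = no enzyme blank; many of its hits are not listed in these tables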
* marks the source's active call; other numbers are inactive results; · = no result given; [ ] = another dose, or the depositor's remark.

SMILES	Rad51 HR inh	KLK5 inh	Wee1 degr inh	eIF4E-4G inh	Mdm2 ligase inh	14-3-3 Bad PPI	FXIIa inh 1536	p97 ATPase inh	FXIa inh
O=C(CC(c1ccccc1)c1ccccc1)Nc1ccncc1	2.7	-1.1	-0.6	5.0	·	0.7	12.1	-2.6	7.0
O=S(=O)(c1ccc(Cl)cc1)N1CCNCC1	-1.6	-3.4	-0.8	1.5	-6.7	-2.2	0.9	5.6	-2.9
COc1ccc(-n2c(SCC#N)nnc2-c2ccc(NS(=O)(=O)c3ccc(C)cc3)cc2)cc1	6.6	-16.3	2.1	-17.1	-9.0	-0.6	12.5	6.2	5.0
CN1CCN(C(=O)C23CC4CC(C)(CC(C)(C4)C2)C3)CC1	-3.8	3.1	-0.3	6.4	-13.6	2.2	7.8	-3.6	-3.6
COc1cc(/C=N\NC(=O)c2ccc(C)nc2)ccc1OC(=O)c1ccc2c(c1)OCO2	23.7	-14.8	0.8	6.1	-12.0	73.9*	9.1	1.9	-2.5
CC(=O)Nc1c(O)nc(C)[nH]c1=O	4.9	2.6	-1.2	0.7	-6.6	3.7	7.4	1.1	0.9
CC(C)OCCCNC(=O)Cc1ccc(F)cc1	-3.5	-3.4	-2.4	1.5	-6.8	-16.6	6.3	2.4	8.5
C=CCn1c(=O)/c(=C/c2cc(OC)c(OC)c(OC)c2)s/c1=C(/C#N)c1nc2ccccc2n1C	-3.8	-16.3	-0.1	-3.0	-11.8	3.0	11.6	3.3	2.9
C/C(=N\NC(=O)c1cc(-c2cccc([N+](=O)[O-])c2)n[nH]1)c1ccccc1O	-5.6	-10.5	-0.4	3.7	-9.8	54.9[fluorescence artefact?]	7.9	8.0	6.1
COCCCNC(=S)N1CCN(c2ccccc2)CC1	·	0.3	-3.0	-1.9	-12.0	-13.8	2.9	1.0	-2.1
O=C1c2ccccc2S(=O)(=O)N1CC1CC(c2ccccc2)=NO1 (stereo not drawn)	3.3	30.8	0.4	9.8	1.1	-1.5	6.0	-6.8	29.9
COc1ccc2oc(=O)c(C(=O)N3CCN(c4ccccc4)CC3)cc2c1	-5.4	-16.0	-3.0	2.5	4.1	-4.9	13.4	5.0	4.0
Cc1ccc(/C=C2\S/C(=N/S(=O)(=O)c3cccs3)NC2=O)cc1	-3.0	-4.4	2.4	-7.0	-9.4	-4.5	9.1	0.2	7.6
CC(C)CCNC(=O)CN(C(=O)Cn1nnc(-c2ccccc2F)n1)c1cccc2c1CCCC2	1.0	21.0	1.9	-6.8	-9.0	-1.0	9.8	-3.5	-9.2
NC(=O)c1sc2nc(-c3cccnc3)ccc2c1N	-17.1	-2.2	-3.7	0.4	-12.8	-7.0	6.9	-4.4	-1.9
Cc1ccc(NC(=O)CN2C(=O)CSC2=O)cc1	2.1	-7.7	-0.5	-1.7	-1.0	-12.2	12.8	1.0	5.3
COC(=O)c1ccsc1NC(=O)CSc1nnnn1-c1ccccc1SC	-3.5	-9.8	-2.9	-5.3[fluorescence artefact?]	-12.2	-10.9[fluorescence artefact?]	6.3	-0.2	7.3
Cc1cccc(NC(=O)c2ccco2)c1C(=O)O	1.8	-2.0	-1.9	-0.3	-11.6	-0.9	1.8	8.3	-13.0
COc1ccc(-c2nnc3n(CCc4ccccc4)c(=O)c4ccccc4n23)cc1OC	-7.2	16.9	-2.1	-8.0[fluorescence artefact?]	-3.4	16.1[fluorescence artefact?]	8.8	3.4	7.7
CC(C)(C)C(=O)NC(=S)NNC(=O)c1ccc(-c2ccccc2)cc1	-42.8	-32.0	-2.7	0.5	27.9	-15.9	-1.2	1.4	-6.5
CCCCCCC(=O)Nc1nc(C)c(-c2csc(Nc3cc(OC)ccc3OC)n2)s1	-2.8	·	7.8	1.4	-9.0	32.5[fluorescence artefact?]	-2.4	3.8	-6.0
Cc1oc(-c2cccs2)nc1CN1CCN(CCC(C)C)C(CCO)C1 (stereo not drawn)	-2.3	-1.5	-2.0	-2.5	-12.8	-5.8	5.8	6.6	0.1
Cc1cc2ccccc2n1CCNC(=O)Cc1cccc2ccccc12	8.7	-26.6	-3.0	0.7	-9.2	5.6	0.8	-3.5	-10.5
CCCCn1c(=O)[nH]c(=O)c2c1nc(-c1ccc(OCCC)c(OCC)c1)n2C	-11.2	-4.6	-3.1	1.6	·	4.3	2.5	2.5	-2.3
N#CCCn1c(SCC(=O)N2CCN(S(=O)(=O)c3ccccc3)CC2)nc2ccccc21	-2.9	-3.8	1.1	1.4	-5.8	-3.9	4.2	-3.4	-3.4

Ordered by SMILES length (falling): some entries from above.
SMILES	Rad51 HR inh	KLK5 inh	Wee1 degr inh	eIF4E-4G inh	Mdm2 ligase inh	14-3-3 Bad PPI	FXIIa inh 1536	p97 ATPase inh	FXIa inh
C=CCn1c(=O)/c(=C/c2cc(OC)c(OC)c(OC)c2)s/c1=C(/C#N)c1nc2ccccc2n1C	-3.8	-16.3	-0.1	-3.0	-11.8	3.0	11.6	3.3	2.9
COc1ccc(-n2c(SCC#N)nnc2-c2ccc(NS(=O)(=O)c3ccc(C)cc3)cc2)cc1	6.6	-16.3	2.1	-17.1	-9.0	-0.6	12.5	6.2	5.0
CC(C)CCNC(=O)CN(C(=O)Cn1nnc(-c2ccccc2F)n1)c1cccc2c1CCCC2	1.0	21.0	1.9	-6.8	-9.0	-1.0	9.8	-3.5	-9.2
CCCCn1c(=O)[nH]c(=O)c2c1nc(-c1ccc(OCCC)c(OCC)c1)n2C	-11.2	-4.6	-3.1	1.6	·	4.3	2.5	2.5	-2.3
COc1ccc(-c2nnc3n(CCc4ccccc4)c(=O)c4ccccc4n23)cc1OC	-7.2	16.9	-2.1	-8.0[fluorescence artefact?]	-3.4	16.1[fluorescence artefact?]	8.8	3.4	7.7
COc1ccc2oc(=O)c(C(=O)N3CCN(c4ccccc4)CC3)cc2c1	-5.4	-16.0	-3.0	2.5	4.1	-4.9	13.4	5.0	4.0
CN1CCN(C(=O)C23CC4CC(C)(CC(C)(C4)C2)C3)CC1	-3.8	3.1	-0.3	6.4	-13.6	2.2	7.8	-3.6	-3.6
COC(=O)c1ccsc1NC(=O)CSc1nnnn1-c1ccccc1SC	-3.5	-9.8	-2.9	-5.3[fluorescence artefact?]	-12.2	-10.9[fluorescence artefact?]	6.3	-0.2	7.3
Cc1cc2ccccc2n1CCNC(=O)Cc1cccc2ccccc12	8.7	-26.6	-3.0	0.7	-9.2	5.6	0.8	-3.5	-10.5
Cc1ccc(NC(=O)CN2C(=O)CSC2=O)cc1	2.1	-7.7	-0.5	-1.7	-1.0	-12.2	12.8	1.0	5.3
CC(C)OCCCNC(=O)Cc1ccc(F)cc1	-3.5	-3.4	-2.4	1.5	-6.8	-16.6	6.3	2.4	8.5
CC(=O)Nc1c(O)nc(C)[nH]c1=O	4.9	2.6	-1.2	0.7	-6.6	3.7	7.4	1.1	0.9

The listing continues:
SMILES	Rad51 HR inh	KLK5 inh	Wee1 degr inh	eIF4E-4G inh	Mdm2 ligase inh	14-3-3 Bad PPI	FXIIa inh 1536	p97 ATPase inh	FXIa inh
O=C(NC(=S)N(Cc1ccccc1)c1ccccn1)C1CCCCC1	-4.5	-10.3	1.1	3.6	-6.6	-4.3	12.2	3.6	1.4
Cc1cccc[n+]1C1C(c2ccc([N+](=O)[O-])cc2)C(C#N)=C(C(=C=[N-])C#N)NC1(O)C1CC1 (stereo not drawn)	1.4	2.0	-0.3	2.4	27.1	-7.6	8.3	6.1	-0.7
CC1(C)Cc2nc3sc(C(=O)NCCCO)c(N)c3cc2CO1	2.4	-3.4	0.8	2.0	-1.3	1.1	2.4	4.4	-1.5
O=C(O)c1cccc(COCC(F)(F)C(F)F)c1	-1.8	-4.5	-3.1	-0.5	-16.8	3.9	11.3	2.4	-1.3
COCC1CCCCN1Cc1cn[nH]c1-c1ccc2cc(OC)ccc2c1 (stereo not drawn)	11.0	3.2	-0.7	2.7	-1.5	-1.0	6.9	17.5*	0.3
CN(C)c1ccc(NC(=O)N2CCOCC2)cc1	0.9	-12.5	-2.7	0.7	-8.2	-1.1[fluorescence artefact?]	1.3	-0.1	-1.7
COc1ccc(N2CCN(C(=O)c3ccc(Cn4c(=S)[nH]c5ccc(N6CCOCC6)cc5c4=O)cc3)CC2)cc1	·	·	-1.7	-13.3	-12.8	-22.7	7.0	1.5	-0.7
Cc1cc(SCC(=O)Nc2ncc(Cl)cc2Cl)nc2ccccc12	-3.1	-5.0	-2.3	-0.8	-11.5	-8.9	1.2	-5.2	-9.8
COCCn1c(N)c(C(=S)NC(=O)c2cccs2)c(=O)[nH]c1=O	-20.4	90.4*	-0.6	-4.3	-12.4	6.7	34.6	-3.7	18.0
Cn1c(SCC2CCCO2)nnc1-c1ccc([N+](=O)[O-])cc1 (stereo not drawn)	5.5	4.8	13.3*	1.5	-10.7	-5.4	11.9	3.7	1.2
COc1ccc(NC(=O)c2cc(S(=O)(=O)Nc3ccc(OC)cc3)cs2)cc1	-24.6	-1.8	-1.7	4.3	-12.7	0.8	2.1	6.8	-2.0
CCCOC(=O)Nc1ccc(S(=O)(=O)Nn2cnnc2)cc1	·	-6.3	0.9	0.4	0.2	30.6	14.6	-4.2	3.6
CC1Cc2cc(/C(O)=C3/C(=O)C(=O)N(CCN4CCOCC4)C3c3ccc(C(C)C)cc3)ccc2O1 (stereo not drawn)	·	-5.3	-1.9	1.6	3.0	-2.1	-3.4	4.0	-4.3
COC(=O)C1=C(CSc2nncn2C)NC(=O)NC1c1ccc(F)cc1 (stereo not drawn)	·	-3.1	-1.0	0.8	-0.6	2.2	12.0	1.1	-3.9
COc1ccc(-c2c(C)n([O-])c3c([n+]2=O)CCCC3)c(OC)c1	-4.5	2.4	1.4	-1.8	-14.2	-2.8	6.1	2.5	-6.5
C=CCn1c(SCC(=O)NCCC2=CCCCC2)nc2ccc(Cl)cc2c1=O	0.3	-27.3	-2.5	-18.2	1.7	-8.1	1.0	1.4	-8.4
CCOc1ccc(C2C(C(=O)OC)=C(C)N=C3SCCC(=O)N32)cc1OCC (stereo not drawn)	-5.3	-14.3	-1.3	1.5	-12.5	6.0	6.2	6.6	9.7
COc1cccc(-c2nnc(NC(=O)c3ccc(Cl)s3)o2)c1	·	-37.9	-2.4	6.3	·	-4.1	7.0	7.5	6.0
COc1ccc2nc(C)c3c(c2c1)OC(C)C3 (stereo not drawn)	2.6	-10.8	0.4	2.4	3.5	0.3	15.2	1.3	3.0

Screens (PubChem BioAssay)
